Compound activity (PubChem BioAssay)
SIAE primary: blocks human sialic acid acetylesterase. AID 1053197. actives 0.69% (n = 370,000). Q9HAT2. inhibition, % at 9.66 µM. SIAE FP-Rh probe binding, fluorescence polarization;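 active = inhibition above a cutoff: mean of compounds within the control limits plus 3 SD of those, cut at about 17% in these data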;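 note: 0% = plate median of compound wells and 100% = probe without SIAE protein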
ARFGAP1 inh: inhibitors of rat ARFGAP1; Q62848; Arfgap1-stimulated ARF1 GTP hydrolysis, GDP FP detection; inhibition, % at 16.5 µM; actives 0.26% (n = 360,000); AID 651572;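 active = inhibition above a per-plate limit, mean inhibition of low control wells plus 3 SD, cut at about 25% in these data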;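 note: 0% = DMSO wells with enzyme and 100% = wells lacking Arfgap1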
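system = rat Arfgap1 catalytic domain, aa 1-136 | technique = FP, GDP Alexa 633 tracer displaced from anti-GDP antibody, 620/688 nm | compound = one concentration, 16.5 µM, DMSO 1.26% | medium = HEPES-based buffer, pH 7.5 | timing = compound-enzyme preincubation 20 min, reaction 120 min, detection 60 min, 25 °C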
ADAM10 inh: ADAM10 inhibition, QFRET primary screen; O14672; recombinant ADAM10, EDANS/DABCYL FRET peptide cleavage, 3 h; inhibition, % at 7 µM; actives 0.62% (n = 370,000);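 active = inhibition above a per-campaign cutoff equal to the mean of compounds falling between control-based bounds plus 3 SD, cut at about 20% in these data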;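 note: 0% = DMSO wells while the 100% control is not disclosed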
ADAM17 inh: inhibits human ADAM17; AID 720648; inhibition, % at 6.95 µM; P78536; recombinant ADAM17, EDANS/DABCYL FRET peptide cleavage; actives 0.83% (n = 370,000);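 active = inhibition above the mean of compounds lying between control limits plus 3 SD, set per campaign, cut at about 8.5% in these data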;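 note: 0% = DMSO-only wells as the low control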
ASAP1 inh: blocks human ASAP1-stimulated Arf1 GTP hydrolysis; GDP FP detection; inhibition, % at 16.5 µM; actives 0.19% (n = 360,000); AID 624377; in the data active = inhibition above about 25%;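 note: 0% = vehicle with enzyme and substrate and 100% = no enzyme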
PLC-beta3 inh: blocks human PLC-beta3 enzyme activity; Purified PLC-beta3, fluorogenic substrate, fluorescence; Q01970; actives 0.18% (n = 370,000); inhibition, % at 12.2 µM; in the data active = inhibition above about 11%;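 note: 0% = median of compound wells on plate and 100% = full blocker control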
DDE Tn6 FP inh: inhibitors of Tn6 peptide binding to human fibrin DD(E). inhibition, % at 8.3 µM. AID 720509. P02675. actives 0.21% (n = 370,000). Fibrin DD(E) TRITC-Tn6 fluorescence polarization displacement;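 active = inhibition above a per-campaign cutoff: mean of compounds within control limits plus 3 SD, cut at about 15% in these data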;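 note: 0% = median of all compound wells on the plate and 100% = blocking peptide control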
PLC-gamma1 inh: inhibitors of human phospholipase C gamma1 | actives 0.84% (n = 370,000) | AID 720700 | inhibition, % at 12.2 µM | purified PLC-gamma1, fluorogenic substrate, fluorescence; in the data active = inhibition above about 9.5%
Target sequence (P19174 whole entry, looked up): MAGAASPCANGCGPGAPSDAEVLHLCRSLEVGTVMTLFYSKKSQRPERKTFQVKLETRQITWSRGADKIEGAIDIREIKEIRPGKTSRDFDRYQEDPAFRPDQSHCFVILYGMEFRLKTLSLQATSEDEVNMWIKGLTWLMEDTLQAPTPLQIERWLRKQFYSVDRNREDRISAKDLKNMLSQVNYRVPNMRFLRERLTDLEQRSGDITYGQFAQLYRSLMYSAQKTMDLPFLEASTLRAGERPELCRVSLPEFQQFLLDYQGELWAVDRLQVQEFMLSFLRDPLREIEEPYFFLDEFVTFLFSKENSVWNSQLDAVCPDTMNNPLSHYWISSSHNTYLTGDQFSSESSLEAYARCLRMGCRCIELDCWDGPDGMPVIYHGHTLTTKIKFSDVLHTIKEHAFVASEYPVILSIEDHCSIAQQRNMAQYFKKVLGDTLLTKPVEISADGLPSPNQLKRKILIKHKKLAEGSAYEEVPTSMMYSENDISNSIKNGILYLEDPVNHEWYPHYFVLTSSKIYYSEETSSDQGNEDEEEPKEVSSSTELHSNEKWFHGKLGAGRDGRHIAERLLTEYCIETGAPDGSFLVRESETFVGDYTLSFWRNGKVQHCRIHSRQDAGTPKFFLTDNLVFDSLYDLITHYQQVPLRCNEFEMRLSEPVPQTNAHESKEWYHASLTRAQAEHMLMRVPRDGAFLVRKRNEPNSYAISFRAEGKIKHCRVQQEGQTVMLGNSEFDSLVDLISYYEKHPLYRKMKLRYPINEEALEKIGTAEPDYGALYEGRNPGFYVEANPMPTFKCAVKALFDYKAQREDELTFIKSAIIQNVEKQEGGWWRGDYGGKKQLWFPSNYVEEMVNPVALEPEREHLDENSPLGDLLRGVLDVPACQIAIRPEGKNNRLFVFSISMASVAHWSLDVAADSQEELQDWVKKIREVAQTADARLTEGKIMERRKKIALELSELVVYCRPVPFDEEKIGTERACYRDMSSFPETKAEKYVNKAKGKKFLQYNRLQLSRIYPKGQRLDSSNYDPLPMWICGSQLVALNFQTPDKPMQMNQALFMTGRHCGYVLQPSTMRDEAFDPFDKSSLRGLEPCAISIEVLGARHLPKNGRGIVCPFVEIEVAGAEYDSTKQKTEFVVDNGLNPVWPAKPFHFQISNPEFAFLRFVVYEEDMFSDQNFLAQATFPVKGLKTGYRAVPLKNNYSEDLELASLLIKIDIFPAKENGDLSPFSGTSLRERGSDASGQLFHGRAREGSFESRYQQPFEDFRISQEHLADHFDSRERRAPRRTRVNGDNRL
TDP2 absorb: blocks human TDP2 phosphodiesterase activity. inhibition, % at 12.8 µM. O95551. recombinant TDP2, T5PNP hydrolysis, p-nitrophenol absorbance 415 nm. actives 0.34% (n = 370,000);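 active = inhibition above the mean of all tested compounds plus 3 SD, set per campaign, cut at about 25% in these data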;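 note: 0% = DMSO with enzyme and 100% = buffer with substrate but no TDP2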
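test system = human TDP2 enzyme | input = TDP2 enzyme at 120 nM final | medium = 50 mM Tris-HCl pH 7.5 with Mg2+, KCl, DTT, BSA | also added = T5PNP substrate, 5 mM | times = 2 h at 37 °C | technique = epi absorbance | benchmarks = high control without enzyme, low control DMSO plus TDP2 | replication = each compound tested once, singlicate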
Tn7 DDE FP: DD(E)-Tn7 binding inhibition, primary FP screen; P02675; FP displacement of FITC-Tn7 peptide from fibrin DD(E); 0% = median of compound wells per plate; inhibition, % at 8.3 µM; actives 0.13% (n = 370,000);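 active = inhibition above the mean of compounds falling within the control limits plus 3 SD of them, cut at about 14% in these data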;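 note: 0% = plate median of compound wells and 100% = 10 µM Aha-Tn7 peptide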
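Assay system: Fibrin-DD(E) protein isolated from polymerized human fibrin clots; read-out basis: percent inhibition; medium: Tris/NaCl/CaCl2 buffer, pH 7.8; signal: FP measurement; incubation: 10 min plus 3 h, room temperature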
Starred values were filed as active, the others as inactive; i = inactive; · = not tested or not shown.

SMILES	SIAE primary	ARFGAP1 inh	ADAM10 inh	ADAM17 inh	ASAP1 inh	PLC-beta3 inh	DDE Tn6 FP inh	PLC-gamma1 inh	TDP2 absorb	Tn7 DDE FP
O=C(CSc1nnc2ccc(-c3cccnc3)nn12)Nc1ccc(F)cc1	-5	3	-10	-2	12	-28	-3	-25	6	-2
CCN(CC)CCOCCOc1ccccc1F	-6	11	13	-1	-3	6	3	2	4	-5
COC(=O)c1ccc(NC(=O)CSc2nnc(C(C)NC(=O)c3ccccc3Cl)n2C)cc1 (configuration not stated)	2	-4	-1	-5	-7	0	-1	1	-3	-4
CCNc1nnc(CSc2nc3ccccc3s2)s1	3	2	-13	-4	-1	-6	2	-2	8	9
O=C(Nc1ccc(C(=O)N2CCCCC2)cc1)C1CCCC1	-4	-6	0	-1	-7	0	8	2	-3	2
Cc1ccc(S(=O)(=O)NN=C2C(=O)C3CCC2C3Cl)cc1 (configuration not stated)	3	0	5	-1	1	5	-4	6	-4	0
O=C(CSc1cccc[n+]1[O-])c1ccccc1Br	6	-3	0	-2	1	-2	-2	0	9	8
CCCOc1ccc(S(=O)(=O)NCCCN2CCOCC2)c2ccccc12	-3	-7	1	-2	-7	-1	-4	2	3	0
CC(C)n1nc(C(=O)NCc2ccc3c(c2)OCO3)c2ccccc2c1=O	-4	-1	-1	6	-2	2	7	-1	9	4
Cc1cc(C)c(NC(=O)CSCc2c(C)noc2C)c(Cl)c1	1	-5	9	0	-7	4	-4	2	-8	3
CC(C)(C)[C@H]1COC(=O)[C@@H](NC(=O)OCC2c3ccccc3-c3ccccc32)C/C=C\C[C@@H](CC(=O)N[C@@H](CO)Cc2ccccc2)C(=O)N1	8	15	2	-3	-3	0	6	-2	-3	4
CN(CCC#N)S(=O)(=O)c1ccc2[nH]cc(C(=O)NCCc3ccccc3)c(=O)c2c1	-15	-2	-91	-30	0	-2	-7	-4	-3	0
Cc1ccc(NC(=O)CCn2cccc2)cc1C	11	-10	-6	-3	-13	-1	9	1	13	1
CC(=O)c1cccc(NS(=O)(=O)c2cc3c(cc2C)NC(=O)CO3)c1	0	-9	2	-4	-6	-9	2	-1	5	-7
CCN(CC)C(=O)/C(=C\c1ccc(Br)cc1)NC(=O)c1ccccc1OC	6	-10	-4	0	2	-4	6	-1	-3	-4
O=C(NCCN1CCOCC1)c1ccc2c(c1)N(Cc1ccccc1F)C(=O)c1ccccc1S2	-7	3	12	-2	1	-6	7	1	-7	4
Nc1cccnc1Sc1ccc([N+](=O)[O-])cn1	12	-8	-3	-1	6	3	7	2	7	5
CCOC(=O)C(C(=O)OCC)C(Nc1ccccc1)c1ccccc1 (configuration not stated)	-4	8	-2	-4	4	-3	-7	-1	10	2
CCOC(=O)c1sc(NC(=O)CCCCl)nc1C	5	5	-3	0	-5	5	-1	9.8*	0	-10
O=C(Nc1ccc(F)cc1Cl)C1=COCCO1	1	-3	-8	-5	22	-7	3	5	7	0
COc1ccc(CCNC(=O)CS(=O)Cc2nc(-c3cccs3)oc2C)cc1OC (configuration not stated)	-11	4	10	7	-3	0	2	8	-9	5
COc1ccc(S(=O)(=O)N2CCC(NC(=O)C3CCCCC3)CC2)cc1	0	2	12	1	5	0	-9	9	-15	0
C=C(CCO)C1=CCN(S(=O)(=O)C(C)(C)C)[C@@H]1CCO	1	8	-9	2	6	-3	-6	-2	6	2
Cc1ccc(S(=O)(=O)N2CCN(C)CC2)cc1C	-1	-13	2	1	-4	-1	3	0	-4	1
O=C(Cn1c(CO)nc2ccccc21)Nc1ccccc1Cl	-2	-2	2	-3	-3	-2	-1	1	-6	7
CCCN1CCN(S(=O)(=O)c2cn(C)nc2C)CC1	12	5	-8	-4	-4	-11	2	-4	-7	1
N#CCCN(C(=O)CSc1ncccn1)c1ccc2c(c1)OCCO2	2	-9	-10	-4	-3	-6	-4	-1	2	7
CCOC(=O)[C@@H]1[C@H]2COc3cc(OC)ccc3[C@@H]2N2C(=O)N(c3ccc(Cl)cc3)C(=O)[C@]12C	0	-5	-1	-3	-7	-1	0	1	2	4
NC1=NC[C@@H](Cc2ccc(O)cc2)N1CCc1cccc2ccccc12	12	5	-2	-4	9	0	-6	2	8	1
O=C(c1cc2nc(-c3ccccc3)cc(-c3ccccc3)n2n1)N1CCCC1	-6	8	-22	-8	-9	-125	5	-116	4	0
O=S1(=O)CC(N2CCN(CC3CC3)CC2)CN1C1CCCCC1 (configuration not stated)	-6	4	-7	0	-8	7	3	3	-11	-1
Cc1cc(C)nc(SC(C)CNS(=O)(=O)c2ccccc2)n1 (configuration not stated)	4	-1	0	-2	1	-4	0	3	4	3
CC1(c2nnc(-c3ccc(F)cc3)o2)CC(c2ccc(Cl)cc2)=NO1 (configuration not stated)	-4	14	-7	-2	8	-2	-3	-1	13	4
O=C(Cc1ccc([N+](=O)[O-])cc1)Nc1cccnc1	-1	13	4	-3	-3	-7	6	-3	-8	2
CS(=O)(=O)c1ccc(N)cc1	-4	-11	2	1	-1	1	-8	4	11	6
Cc1ccc(C)c(OCCC(=O)OCC(=O)NCc2ccc(F)cc2)c1	-1	8	2	6	10	-3	6	1	-2	-1
COC(=O)c1sccc1NC(=O)Nc1ccc(OC)cc1OC	5	-5	1	-1	-5	-6	0	-1	-4	-5
CCN(C(=O)COC(=O)/C=C/c1nc2ccccc2s1)C1CCS(=O)(=O)C1 (configuration not stated)	11	-6	-28	-14	12	-9	-5	-6	9	0
O=[N+]([O-])c1ccc(F)cc1Oc1nc(-c2cccnc2)nc2ccccc12	1	-2	3	3	13	-2	-2	-4	-6	-5
CCSC(=O)CCCCCCCCCCCO	11	-14	3	0	-5	-1	10	-3	-1	5
CCCc1cc(=O)[nH]c(SCCOc2ccc(Cl)cc2)n1	2	-7	-2	-4	-9	0	-2	1	5	0
O=C(N/N=C/c1ccc([N+](=O)[O-])cc1)C(=O)N1CCCC1	4	6	3	2	5	4	-2	2	2	1
COc1ccc(F)cc1-c1cc(C(=O)Nc2ccc(C)c(NS(C)(=O)=O)c2)[nH]n1	-20	-14	6	0	10	-2	6	2	2	1
S=C1NCCNC(=S)NCCOCCOCCOCCN1	-7	6	-10	-8	-12	-7	-7	0	-9	3
O=C(CN1CCCCCC1)N1c2ccccc2C=Cc2ccccc21	1	2	-16	-4	3	-2	5	-7	-15	0
CC(C)C(=O)N1CCC1(C)C(=O)NS(=O)(=O)c1cccs1 (configuration not stated)	-7	-1	-3	-1	-5	1	6	2	10	-2
O=C(Nc1cccc(-c2csc(Nc3cccc(C(F)(F)F)c3)n2)c1)c1ccccc1	-19	25*	13	6	8	1	-12	3	-11	2
CCC1(C)Cc2ccccc2-c2nc(NCCO)n(-c3ccccc3)c(=O)c21 (configuration not stated)	5	2	i	i	-8	i	5	i	9	12

Compounds above with a tert-butyl group (2):
SMILES	SIAE primary	ARFGAP1 inh	ADAM10 inh	ADAM17 inh	ASAP1 inh	PLC-beta3 inh	DDE Tn6 FP inh	PLC-gamma1 inh	TDP2 absorb	Tn7 DDE FP
CC(C)(C)[C@H]1COC(=O)[C@@H](NC(=O)OCC2c3ccccc3-c3ccccc32)C/C=C\C[C@@H](CC(=O)N[C@@H](CO)Cc2ccccc2)C(=O)N1	8	15	2	-3	-3	0	6	-2	-3	4
C=C(CCO)C1=CCN(S(=O)(=O)C(C)(C)C)[C@@H]1CCO	1	8	-9	2	6	-3	-6	-2	6	2

Following part
SMILES	SIAE primary	ARFGAP1 inh	ADAM10 inh	ADAM17 inh	ASAP1 inh	PLC-beta3 inh	DDE Tn6 FP inh	PLC-gamma1 inh	TDP2 absorb	Tn7 DDE FP
CC(C)(C)c1cc2nc(N)nc(N)n2n1	1	9	-6	-1	8	-7	-1	4	0	-1
CC1CCN(S(=O)(=O)c2ccc(Oc3ccc([N+](=O)[O-])cc3)cc2)CC1	-12	4	-1	-4	1	-6	-5	0	-8	2
O=S1(=O)c2ccc(Br)cc2OC[C@H](Cc2ccccc2)N1Cc1cn(CCC2OCCO2)nn1	0	·	3	-3	·	-2	2	-2	-4	-4
CS(=O)(=O)N(CC(=O)NCc1ccccc1)c1ccc(Cl)cc1	1	10	-1	-3	-7	-2	-5	2	2	1
CN(C)c1ccc(C(CNC(=O)c2ccco2)N2CCCC2)cc1 (configuration not stated)	-3	-6	-10	1	4	-4	-4	-1	2	-1
FC(F)(F)c1ccc(NCc2ccccn2)nc1	1	-1	-2	-1	-4	4	-3	1	3	2
COc1ccc(N2CCC(CNC(=S)Nc3cc(C)cc(C)c3)C2)cc1 (configuration not stated)	9	5	6	-1	0	-5	0	-1	-1	5
COc1ccc(NC(=O)Cc2nnc(SCC(=O)NC3CCCC3)n2C)cc1	2	-16	-5	-4	1	-4	8	-2	-19	5
Cc1cc(C)cc(OCC(=O)N/N=C\c2cn(C)nc2C)c1	6	0	9	2	-9	-2	-8	-1	-2	1
COc1ccc(C(CNC(=O)c2ccc(S(=O)(=O)N3CCOCC3)cc2)N2CCCCC2)cc1 (configuration not stated)	0	-4	-6	-5	-1	-3	5	1	2	-1
CN(CC(=O)NCc1ccco1)S(=O)(=O)c1ccc(F)cc1	0	13	2	-3	-9	-2	3	1	11	1
CN(C)c1nc(NCc2ccccc2)nc(N/N=C/c2cccc(Br)c2)n1	-2	-7	-1	1	11	-1	1	1	-3	-4

Molecules above with a CF3 group (2):
SMILES	SIAE primary	ARFGAP1 inh	ADAM10 inh	ADAM17 inh	ASAP1 inh	PLC-beta3 inh	DDE Tn6 FP inh	PLC-gamma1 inh	TDP2 absorb	Tn7 DDE FP
O=C(Nc1cccc(-c2csc(Nc3cccc(C(F)(F)F)c3)n2)c1)c1ccccc1	-19	25*	13	6	8	1	-12	3	-11	2
FC(F)(F)c1ccc(NCc2ccccn2)nc1	1	-1	-2	-1	-4	4	-3	1	3	2

Next results
SMILES	SIAE primary	ARFGAP1 inh	ADAM10 inh	ADAM17 inh	ASAP1 inh	PLC-beta3 inh	DDE Tn6 FP inh	PLC-gamma1 inh	TDP2 absorb	Tn7 DDE FP
Cc1ccc(CN(C)C(=O)COC(=O)CSc2cc(C)c3ccccc3n2)cc1	2	0	-13	0	15	-10	0	-1	2	-3
O=C(Cn1c(NCCO)nc2ccccc21)Nc1ccc2c(c1)OCCCO2	1	8	-2	-5	4	-3	1	1	5	-4
CSc1ccccc1NC(=O)C1C2CCC(C2)C1C(=O)O (configuration not stated)	-5	10	3	-3	7	0	6	0	-6	1
Cc1cc(C)nc(CCNC(=O)c2cc(COc3c(F)cccc3F)on2)n1	-12	11	-10	-7	6	-4	-12	1	-8	0
COc1cc2c(cc1NC(=O)CN1CCN(S(=O)(=O)c3ccc(C)cc3)CC1)oc1ccccc12	4	-2	-4	-3	-3	2	7	2	-3	1
COC(=O)c1c(C)oc(C)c1S(=O)(=O)NCC1CC1	3	2	0	2	4	-3	4	2	5	-6
